KCNQ1 block = human KCNQ1 channel inhibition | CHO-K1 KCNQ1, FluxOR thallium flux fluorescence; active compounds read high | B-score at 10 µM | hit rate 1.3% among 310,000 | P51787;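 active = compounds whose thallium flux B-score, printed positive for inhibition, exceeds three library SD while starting fluorescence stays within three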;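 also: channel opened by potassium depolarization with thallium stimulus after 20 min compound exposure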
RGS4 block = human RGS4 inhibition; P49798; HEK293 M3R/RGS4 inducible, Fluo-4 calcium flux; active compounds read high; triggered by carbachol at its EC20; B-score at 10 µM; hit rate 0.45% among 310,000; AID 463165;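 active = B-score, a plate-corrected calcium signal, over three deviations above library mean, with baseline fluorescence within five deviations of library mean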;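 also: RGS4 expression induced by doxycycline in cells with stable M3 receptor; B-score is computed from the integrated fluorescence ratio over baseline after carbachol; higher B-score means a larger calcium signal and so more RGS4 inhibition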
Target sequence (P49798 whole entry, looked up): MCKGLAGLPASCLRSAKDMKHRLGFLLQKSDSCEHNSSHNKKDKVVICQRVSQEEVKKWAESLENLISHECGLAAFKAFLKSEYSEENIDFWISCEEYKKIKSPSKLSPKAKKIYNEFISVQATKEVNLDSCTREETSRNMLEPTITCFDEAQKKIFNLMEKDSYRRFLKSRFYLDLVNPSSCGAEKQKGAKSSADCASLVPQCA
hERG protect = shields human hERG channel from block by proarrhythmic agents | AID 1511 | Q12809 | hit rate 0.51% among 310,000 | activation (rescue from dofetilide block), less the hit threshold, % at 10 µM | CHO-hERG, FluxOR thallium flux, dofetilide IC70 present;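 active = activation above the mean of controls blocked by dofetilide plus 5 SD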;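 also: thallium influx through hERG after potassium depolarization seen as dye fluorescence rise; in these data hits start at about 4.7%; inactives centre near -7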
GSK3B inh = inhibitors of human GSK3beta kinase; activity score (negative = inhibition), % at 10 µM; P49841; hit rate 0.038% among 300,000; AID 2097; GST-GSK3beta kinase, ADP-Glo luminescence, 60 min; active compounds read low;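 active = more than half of replicate wells score below -50%, meaning over 50% inhibition versus plate controls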;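 also: 0% = median DMSO wells and -100% = median GW8510 positive control wells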
Target sequence (P49841 whole entry, looked up): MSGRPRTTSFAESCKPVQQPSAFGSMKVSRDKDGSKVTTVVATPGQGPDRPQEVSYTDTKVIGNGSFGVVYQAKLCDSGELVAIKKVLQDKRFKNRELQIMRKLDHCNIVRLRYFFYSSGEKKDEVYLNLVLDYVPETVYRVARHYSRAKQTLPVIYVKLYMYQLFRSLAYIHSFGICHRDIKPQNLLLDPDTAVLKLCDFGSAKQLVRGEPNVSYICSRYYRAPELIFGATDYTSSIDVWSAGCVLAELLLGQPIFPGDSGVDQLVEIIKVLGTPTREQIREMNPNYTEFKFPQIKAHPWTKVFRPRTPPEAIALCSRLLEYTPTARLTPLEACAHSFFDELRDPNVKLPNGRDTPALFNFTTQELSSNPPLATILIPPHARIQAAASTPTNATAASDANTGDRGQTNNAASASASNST
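Assay system: GST-tagged human GSK3beta kinase, cell-free; Input: 1.6 ng GSK3beta; Medium: Tris/MgCl2 kinase buffer; Timing: 60 min enzyme reaction, room temperature; Signal: ADP-Glo luminescence quantifying ADP generated by kinase; Evaluation: score relative to plate controls; Benchmarks: DMSO neutral wells and GW8510 at 20 µM as positive.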
KCNK9 block = human KCNK9 channel inhibition; Q9NPC2; HEK293 KCNK9, FluxOR thallium flux fluorescence; active compounds read low; B-score at 10 µM; hit rate 1.2% among 310,000; AID 488922;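 active = ratio B-score over 3 SD below the library mean, with starting fluorescence within 5 SD of its mean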;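 also: negative B-score means less thallium flux so channel inhibition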
Target sequence (Q9NPC2 whole entry, looked up): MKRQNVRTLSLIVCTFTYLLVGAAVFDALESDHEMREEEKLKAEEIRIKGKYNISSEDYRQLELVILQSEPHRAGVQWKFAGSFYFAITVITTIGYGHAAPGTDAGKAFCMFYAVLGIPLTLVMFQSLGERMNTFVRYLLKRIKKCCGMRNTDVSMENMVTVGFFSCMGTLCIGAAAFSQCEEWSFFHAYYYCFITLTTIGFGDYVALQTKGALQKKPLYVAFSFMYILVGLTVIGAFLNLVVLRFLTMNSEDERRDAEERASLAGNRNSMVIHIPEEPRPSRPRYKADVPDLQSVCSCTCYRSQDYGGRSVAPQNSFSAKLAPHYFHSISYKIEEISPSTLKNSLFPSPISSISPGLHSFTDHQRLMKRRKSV
PolyA inhibitor = yeast polyadenylation inhibition. hit rate 0.02% among 300,000. S. cerevisiae SKY197-pL101 polyadenylation reporter, beta-gal luminescence; efflux-impaired pdr1/pdr3 knockout yeast; score 100 = 6 SD above DMSO. calls only at 12 µM;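 active = lowest replicate activity score at least 50, where 100 means six control SD above control mean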;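 also: yeast exposed to compound for 9 h at 30 °C; higher score means more reporter readthrough which indicates perturbed polyadenylation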
KCNQ1 pot = human KCNQ1 channel potentiation or activation; hit rate 0.35% among 310,000; CHO-K1 KCNQ1, thallium flux FluxOR fluorescence; active compounds read high; B-score at 10 µM; AID 2648; P51787;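 active = fluorescence ratio B-score, a plate-corrected score, at least three library SD, with initial intensity B-score within 5 SD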
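assay system = CHO-K1 cells stably expressing KCNQ1 | medium = assay buffer, equal DMSO in all wells | timing = 37 °C overnight plating, 90-min dark dye load, 20-min compound pretreatment | measured by = kinetic FluxOR thallium fluorescence, 10-s 1-Hz baseline, 110-s post-stimulus read | measure = fluorescence change relative to baseline, converted to B score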
DYRK1A inh = blocks rat Dyrk1A kinase activity. ADP-Glo luminescence, NFATc1 peptide. inhibition, % at 12.5 µM. hit rate 0.43% among 310,000; in the data active = inhibition above about 50%;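 also: plate controls were vehicle with enzyme for no effect and no enzyme for full effect; many of its hits are not listed in these tables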
GSK3 alpha inh = human GSK-3 alpha kinase inhibition; ADP-Glo luminescence, 60 min; inhibition, % at 10 µM; hit rate 0.1% among 320,000; AID 2650;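 in the data active = inhibition above about 50%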;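 also: GST-tagged GSK-3 alpha with peptide substrate and 25 µM ATP; 0% = DMSO neutral wells and 100% = GW8510 positive control wells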
RGS4 pot = potentiators or activators of RGS4 | HEK293 M3R/inducible RGS4, carbachol calcium flux Fluo4; active compounds read low | hit rate 0.92% among 310,000 | B-score at 10 µM;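 active = B-score of the integrated calcium signal more than 4 SD below the library mean, with starting fluorescence not abnormally high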;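 also: negative B-score means reduced calcium response which marks RGS4 activation or potentiation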
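System: HEK293 FlpIn-TREx cells, stable M3R, doxycycline-inducible RGS4. Timing: overnight RGS4 induction, 30 min dye load 37 °C, 20 min compound RT. Also added: carbachol, ECmax concentration. Measured by: Fluo4 fluorescence kinetic imaging of calcium. Evaluation: integrated calcium ratio converted to B score.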
KCNK3 block = human KCNK3 channel inhibition, primary screen | hit rate 0.84% among 340,000 | B-score at 10 µM | CHO-KCNK3 thallium flux, FluxOR fluorescence; active compounds read low;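 active = B-score under library mean minus 4 SD, starting fluorescence ratio at most library mean plus 5 SD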;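 also: more negative B-score means stronger inhibition of thallium flux through KCNK3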
* hit, by the source's call; i = inactive; · = no result given. The list is partial. The share of hits here may be higher or lower than overall.

Under each structure: RGS4 block	RGS4 pot	GSK3 alpha inh	DYRK1A inh	KCNK3 block	GSK3B inh	KCNK9 block	hERG protect	KCNQ1 pot	PolyA inhibitor	KCNQ1 block
> c1csc(-c2nc(N3CCOCC3)c3ccccc3n2)c1
    i	i	-1	2	i	-3	i	-6	i	i	i
> O=C(CCSc1ccc(Cl)cc1)N1CCN(c2ncccn2)CC1
    i	i	-1	2	i	3	i	-11	i	i	i
> C=CCNC(=O)c1ccc(N(CC=C)S(C)(=O)=O)cc1
    i	i	-2	0	i	3	i	-3	i	i	i
> O=C(CCCOc1ccc(Cl)cc1Cl)Nc1nnc(C2CC2)s1
    i	i	-1	7	i	0	i	-4	i	i	i
> C=C(C)COc1ccc(-c2nc(N)ncc2Oc2ccccc2OCC)c(O)c1
    i	i	0	-7	i	0	i	-9	i	i	i
> CCCNc1c(NC(=O)c2ccc3c(c2)OCO3)c(=O)oc2ccccc12
    i	i	-1	0	i	0	i	-9	i	i	i
> CS(=O)(=O)N1CCCC(C(=O)NC2CCCCCCC2)C1 (stereo not given)
    i	i	12	-1	i	1	i	-11	i	i	i
> Cc1ccc(NC(=O)c2ccc(NCCCN3CCOCC3)c([N+](=O)[O-])c2)cc1Cl
    i	i	-1	2	i	-9	i	-16	i	i	i
> O=S(=O)(c1cc(Cl)ccc1Cl)N1CCN(Cc2ccc3c(c2)OCO3)CC1
    i	i	-2	14	-9.7*	-1	i	-9	i	i	i
> CC1=NN(Cc2ccccc2)C(=O)C1
    i	i	1	1	i	-1	i	-2	i	i	i
> COc1cc2[nH]c(=O)n(CCC(=O)NC3CCN(Cc4ccccc4)CC3)c(=O)c2cc1OC
    i	i	·	12	i	2	i	-13	i	i	i
> COC(=O)C(CC(C)C)NC(=O)/C=C/c1ccc(Cl)cc1 (stereo not given)
    i	i	-4	-5	i	3	i	-10	i	i	i
> Cc1ccc(S(=O)(=O)N(Cc2cc3ccccc3[nH]c2=O)c2cccc(C)c2)cc1
    i	i	·	-4	i	-2	i	-13	i	i	i
> CCOC(=O)CSc1cc(=O)n(C)c2cc(Cl)ccc12
    i	i	-1	7	i	3	i	-10	i	i	i
> CN(C)c1ccc(-c2cccc(C3CC=CC4C3C(=O)N(Cc3ccccc3)C4c3ccc(C(F)(F)F)cc3)c2)cc1 (stereo not given)
    i	i	-1	-4	i	0	i	-10	i	i	i
> COc1ccc(CCNC(=O)C2CCCN2C(=O)Nc2ccc(Cl)cc2)cc1OC (stereo not given)
    i	i	-2	-4	i	2	i	-9	i	i	i
> O=C(O)c1c[nH]c2ccc(F)cc2c1=O
    i	i	1	0	i	-2	i	-6	i	i	i
> N#CCC(=O)Nc1ccc(C(F)(F)F)cc1N1CCOCC1
    i	i	-4	·	i	-1	i	2	i	·	i
> Cc1ccc(-n2nc3c(c2NC(=O)c2ccc4c(c2)OCO4)CS(=O)C3)c(C)c1 (stereo not given)
    i	i	-2	17	i	-2	i	-8	i	i	i
> Cc1cc(C)cc(N(CC(=O)N/N=C/c2ccncc2)S(=O)(=O)c2ccccc2)c1
    i	i	0	-4	i	0	i	-6	i	i	i
> COc1cccc(Oc2cn[nH]c2-c2ccc(OC)cc2O)c1
    i	i	4	6	i	-13	i	-15	i	i	i
> O=C(Nc1cccc(O)c1)C1CC(c2c(F)cccc2Cl)=NO1 (stereo not given)
    i	i	1	·	i	-5	i	-7	i	i	i
> Cc1cc(C)c(C)c(S(=O)(=O)N2CCNCC2)c1C
    i	i	-2	-5	i	2	i	-7	i	·	i
> O=C(O)CSc1nnnn1-c1ccc2c(c1)OCCO2
    i	i	1	8	i	-1	i	-3	i	i	i
> CCc1ccccc1NCC(=O)Nc1ccccc1C(=O)OC
    i	i	-2	0	i	-20	i	-11	i	i	i
> CC1(C)CC(NC(=O)c2ccc(Cl)cc2Cl)CC(C)(C)N1
    i	i	-3	·	i	-1	i	1	i	i	i
> CCOC(=O)CN1C(=O)C(Sc2n[nH]c(-c3cccc(C)c3)n2)CCc2ccccc21 (stereo not given)
    i	i	-2	·	i	-4	i	-13	i	i	i
> O=C1C2CCCN2C(=S)N1c1ccc(Cl)cc1 (stereo not given)
    i	i	-1	-8	i	1	i	-4	i	i	i
> CCCn1c(=O)c(Cc2ccccc2)c(O)c2ccccc21
    i	i	2	4	i	3	i	-3	i	i	i
> O=C(O)[C@@H]1CCCN1c1ncnc2sc3c(c12)CCC3
    i	i	-1	6	i	-2	i	-8	i	i	i
> COc1ccc(-n2cccc2/C=C/[N+](=O)[O-])cc1
    i	i	·	-2	i	1	i	-9	i	i	i
> COc1ccc(/C=C(/NC(=O)c2ccco2)C(=O)Nc2ccc(C(C)=O)cc2)cc1
    i	i	-1	1	i	-2	i	-13	i	i	i
> O=C(Nc1ccc(N2CCN(C(=O)c3cccs3)CC2)cc1)c1ccc([N+](=O)[O-])o1
    i	i	-1	20	i	1	i	-7	i	i	i
> CCN1CCN(C(=O)Cn2cnc3sc(C)c(S(=O)(=O)N4CCN(c5ncccn5)CC4)c3c2=O)CC1
    i	i	-1	2	i	1	i	-9	i	i	i
> CCN1C(=O)[C@H]2[C@@H](c3ccc(C)cc3)N3C(=O)N(c4ccc(C(F)(F)F)cc4)C(=O)[C@@]3(Cc3ccccc3)[C@H]2C1=O
    i	i	-2	3	i	4	i	-9	i	i	i
> O=C(CC(C(=O)O)c1ccc(Cl)cc1)c1ccccc1 (stereo not given)
    i	i	-4	0	i	6	i	-1	i	i	i
> CC1(C)CC(NC(=O)C(c2ccccc2)c2ccccc2)CC(C)(C)N1
    i	i	-2	11	i	2	i	-1	i	i	i
> CN1CCN(Cc2c(O)ccc3c(=O)c(Oc4ccccc4Cl)c(C(F)(F)F)oc23)CC1
    i	i	0	3	i	-5	i	-9	i	i	i
> Cc1ccc(N2CC(c3nc4ccccc4n3C)CC2=O)cc1C (stereo not given)
    i	i	-2	1	i	-4	i	-11	i	i	i
> CCCCCCCC(=O)N/N=C/c1ccco1
    i	i	-4	4	i	2	i	0	i	i	i
> O=C(CN1C(=O)S/C(=C\c2ccc(Cl)cc2)C1=O)NNC(=O)c1ccccc1O
    i	i	-1	-5	i	-3	i	-15	i	i	i
> CN(C)CCN(C(=O)CN1C(=O)c2ccccc2C1=O)c1nc2cc3c(cc2s1)OCCO3
    i	i	-5	-1	i	2	i	-17	i	i	i
> COC(=O)c1c(C)oc2ccc(N(C(=O)c3ccncc3)S(=O)(=O)c3ccc4ccccc4c3)cc12
    i	i	1	-5	i	-2	i	-10	i	i	8*
> Cc1ccc(CNC(=O)c2cn(C)c(=O)c3c2c2ccccc2n3C)o1
    i	i	1	5	i	-3	i	-9	i	i	i
> COc1ccc(NC(=O)c2cccc(-n3cnnn3)c2)cc1
    i	i	0	9	i	-2	i	-7	i	i	i
> CCOc1ccc(Br)cc1S(=O)(=O)NCc1ccncc1
    i	i	3	4	i	4	i	-6	i	i	i
> COCCOC(=O)C1=C(C)OC(N)=C(C#N)C1c1cc2cccc(C)c2nc1Cl (stereo not given)
    i	i	-1	3	i	2	i	-14	i	i	i
> COc1ccc(C(=O)NCCN2CCCC2)cc1[N+](=O)[O-]
    i	i	-1	5	i	3	i	-3	i	i	i
> Cc1ccc(NC(=O)CN2C(=O)S/C(=C\c3ccc(C(=O)O)cc3)C2=O)cc1
    i	i	2	10	i	-5	i	-4	i	i	i
> O=C(Nc1ccc2c(c1)OCO2)N1CCN(c2ncc(C(F)(F)F)cc2Cl)CC1
    i	i	-1	-8	i	0	i	-10	i	i	i
> CCN(CC(=O)Nc1c(F)cccc1F)C(=O)CCSc1ccc(C)cc1
    i	i	1	2	i	-5	i	-3	i	i	i
> CCN(CC)c1ccc(C(=O)OCC(=O)N2CCN(c3ccccc3)CC2)cc1
    i	i	1	-1	i	2	i	-7	i	i	i
> C/C(=N/NC(=O)Cc1cccs1)c1ccco1
    i	i	0	-4	i	-2	i	-6	i	i	i
> CCOC(=O)c1cc(NC(=O)c2ccc(Cl)cc2)c(=O)oc1-c1ccccc1
    i	i	-4	4	i	1	i	-6	i	i	i
> CCn1cc(C(=O)N2CCc3ccccc32)c(=O)c2cc(S(=O)(=O)N3CCCCCC3)ccc21
    i	i	7	-7	i	2	i	-8	i	i	i
> CCOc1cc(/C=N/NC(=O)CCn2nc(C)cc2C)ccc1O
    i	i	1	4	i	-6	i	-13	i	i	i
> C[C@]12CCC(=O)C[C@@H]1CC[C@@H]1[C@@H]2CC[C@]2(C)C=CC[C@@H]12
    i	i	-1	9	i	0	i	-5	i	i	i
> CC(=O)c1cccc(OCC(=O)N2CCN(c3ccc(C(F)(F)F)cn3)CC2)c1
    i	-12*	-2	5	i	-1	i	-10	i	i	i
> CN(C)c1nc(NCc2ccccc2)nc(N/N=C/c2ccc(Cl)cc2Cl)n1
    i	i	0	6	i	1	i	-18	i	i	i
> COc1ccc(NC(=O)[C@H](NC(=O)[C@@H]2Cc3ccccc3CN2)c2ccccc2)cc1
    i	i	0	1	i	-1	i	-12	i	i	i

Remaining list, next part
Under each structure: RGS4 block	RGS4 pot	GSK3 alpha inh	DYRK1A inh	KCNK3 block	GSK3B inh	KCNK9 block	hERG protect	KCNQ1 pot	PolyA inhibitor	KCNQ1 block
> COc1ccc(S(=O)(=O)Nc2ccc3oc(C)c(C(C)=O)c3c2)cc1
    i	i	-1	-8	i	-3	i	-15	i	i	i
> O=C(CCNc1ccc(Cc2ccncc2)cc1)c1cccc([N+](=O)[O-])c1
    i	i	-2	9	i	0	i	-12	i	i	i
> Cn1nc([N+](=O)[O-])nc1S(C)(=O)=O
    i	i	·	-6	i	1	i	-8	i	i	i
> Cn1c(=O)n(CCCOc2ccc(Cl)cc2)c2ccccc21
    i	i	-2	1	-8.7*	0	i	-11	i	i	i
> Cc1ccc(CCNC(=O)c2nnn(-c3cc(C)cc(C)c3)c2N)cc1
    i	i	1	-7	i	0	i	-7	i	i	i
